West Nile virus CPE: West Nile virus antiviral activity, cell-based, CPE readout (AID 1621) | West Nile virus-infected cells, CPE inhibition; higher % means a stronger effect | CPE inhibition, % at 10 µM, or IC50 in µM where a hit was titrated | 290,000 compounds, 0.02% hits; in the data active means a potency from the dose series; inconclusive means CPE inhibition mostly from about 3.7% at the one dose, without a potency; inactive means the rest, 99 in 100 with CPE inhibition below about 2.2%; further: strong numbers were not always called active
Large T inhibition: SV40 large T antigen inhibitors, biochemical (AID 1903); one-dose inhibition, % at 20 µM; IC50 in µM for titrated hits; 310,000 compounds, 0.39% hits; SV40 large T antigen ATPase/helicase inhibition assay; higher % means a stronger effect; in the data active means a potency from the dose series; inconclusive means inhibition mostly from about 32% at the one dose, without a potency; inactive means the rest, 99 in 100 with inhibition below about 32%; further: strong numbers were not always called active
TNAP activation fold: stimulation of alkaline phosphatase TNAP activity – biochemical, luminescent, no phosphate acceptor, uHTS, primary screen (AID 1001); purified TNAP, luminescent activation assay, no phosphate acceptor; higher activation fold means a stronger effect; activation fold at 20 µM; hits with a dose series show EC50 in µM; 200,000 compounds, 0.03% hits; in the data active means activation fold from about 3, or a potency from the dose series; inactive means the rest, 99 in 100 with activation fold below about 1.6; further: many of its hits are not listed in these tables
PMI inhibitors: inhibitors of human PMI, primary screen, biochemical, fluorescence intensity, coupled assay (AID 1209); purified PMI enzyme, coupled fluorescence intensity; higher % means a stronger effect; one-dose inhibition, % at 20 µM; IC50 in µM for titrated hits; 190,000 compounds, 0.42% hits;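 further: plate controls were DMSO vehicle for no effect and wells lacking substrate for full effect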
RSV antiviral HEp-2: inhibition of RSV-induced cytopathic effect – HEp-2 cells, primary 10 µM value included (AID 2391); HEp-2 cells, RSV-induced CPE inhibition; higher % means a stronger effect; 310,000 compounds, 0.13% hits; CPE inhibition, % at 10 µM; hits with a dose series show IC50 in µM; in the data active means a potency from the dose series; inconclusive means CPE inhibition mostly from about 23% at the one dose, without a potency; inactive means the rest, 99 in 100 with CPE inhibition below about 21%; further: strong numbers were not always called active
PMI inhibition: MPI inhibition at elevated mannose 6-phosphate – biochemical, fluorescence intensity, high mannose 6-phosphate, primary screen (AID 1220). inhibition, % at 20 µM, or IC50 in µM where a hit was titrated. recombinant PMI enzyme, coupled fluorescence intensity; higher % means a stronger effect. 190,000 compounds, 0.66% hits
Salmonella PhoP GFP: inhibitors of PhoP regulon expression, primary screen, Salmonella Typhimurium, GFP reporter (AID 1863) | inhibition, % at 50 µM; hits with a dose series show IC50 in µM | S. Typhimurium PhoP-regulated promoter GFP reporter, 4 h; higher % means a stronger effect | 300,000 compounds, 0.16% hits;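 active means inhibition over 29.93%, a cutoff 3 SD above the screen mean, later confirmed by dose response; inconclusive means inhibition over 29.93% but no dose response follow-up; inactive means inhibition at most 29.93% or unconfirmed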;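 further: 0% = low Mg2+ inducing control and 100% = high Mg2+ repressing control; strong numbers were not always called active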
ER stress rescue: protection against thapsigargin-triggered cell killing – 384-well, CSM14.1, ATP luminescence, primary screen (AID 1222) | CSM14.1 thapsigargin-induced death rescue, ATP luminescence; higher % means a stronger effect | 190,000 tested, under 10 active | cellular ATP content (survival), % at 20 µM; hits with a dose series show EC50 in µM;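 active means EC50 below 50 µM in the dose-response confirmation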;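 further: death triggered by thapsigargin at about 15 µM added after 2 h compound pretreatment; cell ATP read after overnight thapsigargin exposure of roughly 18 to 22 hours; normalized against plate controls of thapsigargin alone and 5% DMSO vehicle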
Ins promoter up: MIN6 insulin promoter up-regulation | MIN6 insulin promoter-GFP reporter, high-content imaging; hits give high values | z-score at 5 µM | 190,000 compounds, 0.3% hits;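 active means z-score above 3 at 5 µM with at least 500 cells counted in the well; inconclusive means wells under 500 cells, flagged as cytotoxic or low count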
Ins promoter up cell count: second read-out of Ins promoter up, no call of its own (marks repeat the call); cell count; measured here: cytotoxicity, nuclei count;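 total cells summed across four imaged fields per well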
Active calls of the source: *; ? = inconclusive; · = not tested or not shown. Unless noted, no stated cut-off is given here; in the data, active means inhibition above about 50%; inactive means the rest. Compounds as they come; about 1.5% have a hit in one of these screens.

Screens in order: West Nile virus CPE	Large T inhibition	TNAP activation fold	PMI inhibitors	RSV antiviral HEp-2	PMI inhibition	Salmonella PhoP GFP	ER stress rescue	Ins promoter up	Ins promoter up cell count
CCn1c(SCC(=O)N/N=C/c2ccccc2OCC(=O)O)nnc1-c1ccc(C(C)(C)C)cc1
  -0.1%	26%	·	·	-2.9%	·	-8%	·	-0.13	1029
Cc1ccc(-n2[nH]c(C)c(/C=N/n3c(C)nc4ccccc4c3=O)c2=O)cc1
  -0.1%	9%	1	-17%	-0.9%	-16%	-17%	-4.9%	-0.13	1448
C[C@]12CC[C@@H]3c4cc(O)c(O)cc4CC[C@H]3[C@@H]1CC[C@@H]2O
  0.2%	>100µM*	0.6	52%*	4.3%	28%	-4%	-4.4%	-0.34	1227
CC1CN(C2CCN(S(=O)(=O)c3ccc4ccccc4c3)CC2)CC(C)O1 (stereo not given)
  -1.5%	1%	1.1	20%	-0.1%	6%	-10%	-1.8%	-1.6	1078
COc1ccc(C2(CNC(=O)c3ccccc3)CCCC2)cc1OC
  -1.2%	4%	·	·	1.7%	·	3%	·	·	·
Cc1ccc(S(=O)(=O)N2CCC(C(=O)OC(C)C(=O)NCc3ccc4c(c3)OCO4)CC2)cc1 (stereo not given)
  0.4%	17%	1	8%	0.2%	12%	-4%	-0.7%	0.49	1158
COc1ccc2ccccc2c1CN1CCN(C)CC1
  -0.4%	6%	1	12%	0.6%	-1%	12%	-1.8%	-0.98	1060
Cn1c2c(c(=O)n(C)c1=O)C1c3cc(Cl)ccc3OCC1CO2 (stereo not given)
  -0.6%	17%	1.1	2%	2.8%	0%	-9%	-4.4%	-0.01	893
CC(=O)[C@@H]1[C@@H](C)N(Cc2ccccc2)C(=O)N[C@H]1c1ccccc1
  0.0%	3%	·	·	2.2%	·	6%	·	·	·
CN(CCc1ccccc1)c1ccc([N+](=O)[O-])cn1
  0.3%	13%	·	·	4.4%	·	1%	·	·	·
O=C(Nc1ccc2c(c1)CCCN2C(=O)c1ccccc1)c1ccccc1
  -0.3%	15%	·	·	?	·	-6%	·	·	·
O=C(Nc1ccc(Br)cc1)c1ccc(-n2cnnn2)cc1
  -0.1%	17%	·	·	-0.1%	·	8%	·	·	·
COC(=O)c1ccc(C(=O)OC)c(NC(=O)CSc2ccccn2)c1
  0.6%	2%	1.1	4%	-1.4%	4%	-6%	-1.4%	·	·
O=S(=O)(Nc1ccc2c(c1)OCCO2)c1cccc(F)c1
  -0.6%	11%	·	·	0.1%	·	0%	·	·	·
Cc1ccc(NC2CC(=O)N(c3ccc(C)cc3)C2=O)cc1 (stereo not given)
  0.1%	12%	1	-12%	2.1%	-4%	-7%	-0.4%	-0.72	986
O=C1CN(S(=O)(=O)c2ccc(F)cc2)CC(=O)N1CCc1ccccc1
  0.2%	6%	1.1	-3%	·	-10%	-10%	-1.2%	0.59	1215
COc1ccccc1C(=O)Nc1ccc(Oc2ncnc3sc(-c4ccccc4)cc23)cc1
  1.2%	9%	1	1%	0.2%	0%	-4%	1.1%	-0.11	1223
O=C(Cn1cnc(S(=O)(=O)N2CCCC2)c1)Nc1ccccc1
  0.6%	18%	·	·	2.3%	·	1%	·	·	·
O=C1c2ccccc2C(=O)N1CCCCSc1nnc2c(Cl)cc(Cl)cn12
  0.0%	-2%	1.1	8%	4.6%	5%	-10%	0.7%	-0.28	946
O=C(O)C1CCCN1C(=O)Oc1ccccc1 (stereo not given)
  0.1%	-1%	1	0%	3.0%	-8%	-6%	0.6%	-0.2	1212
Nc1ccc2nc(-c3cccs3)[nH]c2c1
  0.3%	12µM*	1.1	6%	-0.6%	33%	3%	-1.7%	-0.26	953
Cc1ccc(NC(=O)Cn2ncc3ccccc32)c(Cl)c1
  -0.1%	19%	·	·	1.0%	·	10%	·	·	·
CCCc1c(C(=O)N/N=C/C(C)=C/c2ccco2)nnn1-c1nonc1N
  -0.4%	10%	·	·	7.1%	·	-3%	·	·	·
COc1cc2nc(N3CCNCC3)nc(N)c2cc1OC
  0.5%	13%	1.1	22%	-0.7%	16%	17%	·	0.1	1281
Cc1ccc(C(=O)Nc2oc(-c3ccccc3)cc2C#N)cc1
  -0.3%	-2%	1	17%	0.3%	7%	1%	1.2%	0.34	1259
O=C(NC(=S)N1CCN(C/C=C/c2ccccc2)CC1)c1cccnc1
  0.3%	19%	·	·	-0.9%	·	-1%	·	-0.23	1015
COc1ccc(C2NCCc3cc(OC)c(OC)cc32)cc1OC (stereo not given)
  -0.6%	10%	1	8%	2.6%	9%	1%	-0.3%	-0.32	928
O=c1n(S(=O)(=O)c2cccc3cccnc23)c2ccccc2n1S(=O)(=O)c1cccc2cccnc12
  -0.2%	-3%	1	6%	19%	8%	-11%	0.6%	-0.88	997
O=C(CN(C(=O)c1ccccc1)N1C(=O)CCC1=O)c1cccs1
  0.1%	3%	·	·	0.4%	·	6%	·	·	·
COc1cc(SC)ccc1C(=O)OC(C)C(=O)NC1CCCC1 (stereo not given)
  0.1%	23%	1.1	4%	·	9%	-1%	-1.1%	0.33	1100

Reprinted from the part before: 2 compounds, then new ones.
Screens in order: West Nile virus CPE	Large T inhibition	TNAP activation fold	PMI inhibitors	RSV antiviral HEp-2	PMI inhibition	Salmonella PhoP GFP	ER stress rescue	Ins promoter up	Ins promoter up cell count
O=C(CN(C(=O)c1ccccc1)N1C(=O)CCC1=O)c1cccs1
  0.1%	3%	·	·	0.4%	·	6%	·	·	·
COc1cc(SC)ccc1C(=O)OC(C)C(=O)NC1CCCC1 (stereo not given)
  0.1%	23%	1.1	4%	·	9%	-1%	-1.1%	0.33	1100
CCOC(=O)c1cccc(NC(=O)CN2CCN(c3ccc(OC)cc3)CC2)c1
  -0.7%	38%	1.1	8%	19%	12%	9%	1.7%	-0.04	1192
Cc1ccc(NC(=O)CN(C)C(=O)CSc2nc3ccccc3c(=O)n2Cc2ccco2)cc1
  -0.3%	11%	1.1	10%	44µM*	6%	-6%	0.7%	-0.2	1362
C/C(=N\NC(=O)C(N)=O)c1ccc(OC(F)F)cc1
  0.5%	3%	1	-2%	0.4%	2%	3%	0.2%	0.22	1291
Cc1ccc2c(c1)C(C)CC(C)(C)N2C(=O)NC1CCCCC1 (stereo not given)
  0.6%	0%	1	8%	0.3%	6%	-4%	0.2%	0.48	1342
O=C(CSc1nnc(NC(=O)c2ccccc2F)s1)NCc1ccco1
  0.1%	-2%	·	·	0.1%	·	1%	·	·	·
COc1ccc(CCN2C(=O)C(O)=C(C(C)=O)C2c2ccccc2OC)cc1OC (stereo not given)
  0.0%	8%	1	3%	0.5%	2%	12%	-1.4%	0.97	795
CSCCC(Nc1ccc(S(=O)(=O)N2CCOCC2)cc1[N+](=O)[O-])C(=O)OCC(=O)NCC(C)C (stereo not given)
  -0.3%	4%	1	-6%	1.4%	-6%	-9%	-0.3%	-0.03	1349
COC(=O)c1ccc(OC)c(Cn2c(=O)n(C)c(=O)c3sccc32)c1
  -0.9%	-1%	·	·	0.1%	·	-2%	·	·	·
COCCN(C(=O)CSc1nnc(-c2ccc(C)cc2)n1N)c1c(N)n(Cc2ccccc2)c(=O)[nH]c1=O
  0.2%	-1%	·	·	0.1%	·	-4%	·	·	·
Cc1ccc(NC(=O)NNC(=O)c2cc3ccccc3cc2O)c(C)c1
  0.7%	12%	·	·	2.2%	·	-3%	·	·	·
CCCn1c(=O)c2ccccc2n2c(SCC(=O)c3ccc(F)cc3)nnc12
  ·	·	1	-6%	·	-10%	·	2.0%	-0.22	967
CN(C)S(=O)(=O)c1cccc(C(=O)NC2CCCc3ccccc32)c1 (stereo not given)
  ·	2%	1	4%	1.3%	5%	8%	-1.0%	0.36	831
CCC(CC)NC(=O)c1cccc(Br)c1
  0.8%	19%	1.1	1%	0.5%	6%	-10%	0.0%	-0.44	1616
Cc1ccc(NC(=O)CCC(=O)N/N=C/c2ccc([N+](=O)[O-])o2)cc1C
  0.0%	10%	·	·	-1.0%	·	-10%	·	-0.01	999
C#CCSc1nnc(-c2sc(-c3ccccc3)nc2C)n1C
  -0.7%	22%	1.1	-4%	-0.7%	-5%	10%	6.0%	0.59	1611
COCCNc1ccc([N+](=O)[O-])cc1C(=O)Nc1cccc(C)n1
  -0.3%	3%	1	2%	1.2%	13%	2%	-2.2%	0.42	1663
O=C(c1nc2ccccn2c1CN1CCCC(c2nc3ccccc3o2)C1)N1CCCC1 (stereo not given)
  -0.4%	4%	1.1	6%	-2.0%	7%	9%	4.8%	-0.94	1508
CC1CCN(C2=NC(=O)/C(=C/c3cccc(O)c3)S2)CC1
  -0.9%	10%	·	·	1.2%	·	13%	·	·	·
CCCC1C(c2ccco2)NC(c2ccco2)CC1(C)O (stereo not given)
  -0.2%	10%	1.1	2%	2.3%	-2%	-9%	1.0%	0.9	1257
CCCCC(CC)COC1(c2ccccc2)OC(=O)c2ccccc21 (stereo not given)
  -0.1%	-5%	1.1	14%	1.6%	11%	-1%	-2.0%	-0.14	749
O=C(N/N=C/c1ccc(F)cc1)c1ccc(OCc2ccccc2)cc1
  -0.1%	13%	·	·	1.8%	·	-13%	·	-0.27	1130
Cc1ccccc1-n1c(SCC(=O)NCC2CCCO2)nc2c([nH]c3ccccc32)c1=O (stereo not given)
  -0.1%	13%	·	·	1.6%	·	-6%	·	·	·
O=C1CCCC2=C1C(c1ccc(Br)cc1)c1c([nH]c(=S)[nH]c1=O)N2 (stereo not given)
  0.4%	48µM*	1	1%	0.3%	-16%	19%	·	0.22	1183
O=C(Nc1ccc(C(=O)N2CCCc3ccccc32)cc1)c1cccs1
  -1.2%	10%	·	·	59%	·	-3%	·	·	·
CN(C)c1ccc(P(=O)(OC2CCCCC2)C(O)c2ccccn2)cc1 (stereo not given)
  -0.5%	16%	·	·	-0.7%	·	-9%	·	0.02	1478
Cc1cc(C(=O)Nc2ccc(F)cc2C)cs1
  -0.5%	22%	·	·	0.7%	·	0%	·	·	·

Screening results (PubChem)
